# ABCG2 block: ABCG2 efflux pump inhibitors, primary screen, multiplex with ABCB1, IgMXP3 cells, flow cytometry; inhibition, % at 6.6 µM; Broad substrate specificity ATP-binding cassette transporter ABCG2 (Homo sapiens), Q9UNQ0; JC-1 efflux; hit rate 0.1% among 190,000;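 active = inhibition above 80%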;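 also: 0% = DMSO and 100% = nicardipine control wells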
# Target sequence (Q9UNQ0 whole entry, looked up): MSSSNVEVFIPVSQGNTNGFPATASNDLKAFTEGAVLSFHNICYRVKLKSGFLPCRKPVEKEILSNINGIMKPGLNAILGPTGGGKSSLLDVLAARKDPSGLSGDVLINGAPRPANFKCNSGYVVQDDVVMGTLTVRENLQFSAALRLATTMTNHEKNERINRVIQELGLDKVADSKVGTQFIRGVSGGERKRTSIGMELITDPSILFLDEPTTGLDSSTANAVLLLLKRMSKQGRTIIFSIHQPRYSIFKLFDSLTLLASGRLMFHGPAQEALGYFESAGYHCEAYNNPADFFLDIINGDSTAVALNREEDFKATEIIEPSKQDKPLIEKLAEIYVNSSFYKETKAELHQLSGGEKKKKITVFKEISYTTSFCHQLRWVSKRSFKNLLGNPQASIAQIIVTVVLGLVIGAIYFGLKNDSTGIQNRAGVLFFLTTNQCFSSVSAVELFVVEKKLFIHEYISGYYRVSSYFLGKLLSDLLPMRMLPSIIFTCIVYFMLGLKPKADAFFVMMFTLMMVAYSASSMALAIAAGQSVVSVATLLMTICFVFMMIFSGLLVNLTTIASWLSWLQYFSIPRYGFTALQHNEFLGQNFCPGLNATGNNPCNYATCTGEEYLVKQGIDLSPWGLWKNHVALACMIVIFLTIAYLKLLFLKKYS
#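 test system = two drug-resistant human cell lines, ABCG2 and ABCB1 | amount = 3 million cells/mL final, two lines in 1:1 ratio | reagent = JC-1 transporter substrate | doses = one concentration, 6.6 µM final | incubation = 10 min at 25 °C | signal = flow cytometric JC-1 green MFI at 530 nm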
# GSH bead fluor: compound fluorescence on glutathione beads, profiling panel, artefact control, biophysical, 488/530 nm, flow cytometry. hit rate 0.25% among 190,000. GSH beads flow cytometry, compound fluorescence 488/530 nm; hits give high values. AID 1776, 2009. fluorescence (KMESF) at 10 µM; in the data active = fluorescence above about 89;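 also: glutathione beads carrying GST-tagged Bcl family fusion proteins plus one bare bead set; values are compound well signal with DMSO vehicle wells as background; inactives centre near 16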
# RGS8-Gao: RGS8-Galphao binding modulators, primary screen, biochemical, multiplexed bead flow cytometry. actives lie on both sides. response (percent of control binding), % at 10 µM. hit rate 0.34% among 220,000. AID 1423, 2008; in the data active = response below about 60% or above about 140%; inactive = in between;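 also: Galphao activated as the GDP aluminium fluoride complex binding bead-coupled RGS8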
# Target sequence (P09471 whole entry, looked up): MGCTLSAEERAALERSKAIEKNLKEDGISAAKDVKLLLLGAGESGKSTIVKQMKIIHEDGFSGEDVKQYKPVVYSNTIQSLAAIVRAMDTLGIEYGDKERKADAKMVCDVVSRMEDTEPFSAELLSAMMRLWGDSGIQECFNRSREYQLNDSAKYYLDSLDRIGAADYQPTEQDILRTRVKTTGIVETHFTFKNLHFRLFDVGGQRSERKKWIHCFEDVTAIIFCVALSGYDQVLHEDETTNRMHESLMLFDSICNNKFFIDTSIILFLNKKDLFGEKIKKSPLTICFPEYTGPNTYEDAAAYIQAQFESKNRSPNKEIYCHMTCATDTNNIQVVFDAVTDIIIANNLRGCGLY
# Bfl-1 Bim block: inhibitors of Bim binding to Bfl-1, primary screen, biochemical, multiplexed, bead-based flow cytometry; Bcl-2-related protein A1 (Homo sapiens), Q16548; Bim-Bfl-1 binding inhibition; inhibition, % at 10 µM; hit rate 0.12% among 190,000;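 also: 0% = wells without compound plus tracer and 100% = blocker peptide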
# RGS7-Gao: RGS7-Galphao binding modulators, primary screen, biochemical, multiplexed bead flow cytometry | binding response (% of control), % at 10 µM | AID 1439, 2008 | actives lie on both sides | hit rate 0.35% among 220,000; in the data active = binding response below about 49% or above about 150%; inconclusive = no clear call, values can overlap the other calls; inactive = in between;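 also: fluorescent Galphao held in activated GDP-AlF4 state binding bead-coupled RGS7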
# Bim-Bcl-2: inhibitors of Bim-Bcl-2 binding, primary screen, biochemical, multiplexed, human Bcl-2 family; inhibition, % at 10 µM; Bead-based flow cytometry, Bim peptide-Bcl-2 binding; hit rate 0.06% among 190,000; Apoptosis regulator Bcl-2 (Homo sapiens), P10415; in the data active = inhibition above about 40%; inconclusive = no clear call, values can overlap the other calls;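 also: 0% = no compound wells with probe peptide and 100% = reference peptide inhibitor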
# Bcl-B Bim block: inhibitors of Bim-Bcl-B binding, primary screen, biochemical, multiplexed, human Bcl-2 family; bead-based flow cytometry, Bim peptide-Bcl-B binding; inhibition, % at 10 µM; hit rate 0.073% among 190,000; Bcl-2-like protein 10 (Homo sapiens), Q9HD36;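 also: 0% = tracer peptide without compound and 100% = reference inhibitor peptide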
# ABCB1 inh: ABCB1 efflux pump inhibitors, primary screen, cell-based, multiplex, flow cytometry, ABCG2 counter-screen; CCRF-Adr cells, JC-1 efflux; inhibition, % at 6.6 µM; hit rate 0.067% among 190,000; in the data active = inhibition above about 40%;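 also: 0% = vehicle and 100% = reference inhibitor; higher value means more JC-1 retained so stronger ABCB1 efflux block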
# Bcl-W Bim block: inhibitors of Bim binding to Bcl-W, primary screen, biochemical, multiplexed, bead-based flow cytometry; hit rate 0.02% among 190,000; inhibition, % at 10 µM; Bim peptide-Bcl-W binding; Bcl-2-like protein 2 (Homo sapiens), Q92843;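 also: 0% = bound tracer without compound and 100% = peptide blocker; higher means less fluorescent Bim peptide bound to Bcl-W beads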
# RGS4-Gao reg: modulators of RGS4 binding to Galphao, primary screen, biochemical, multiplexed bead flow cytometry | Guanine nucleotide-binding protein G(o) subunit alpha (Homo sapiens), P09471 | actives lie on both sides | binding response (% of control), % at 10 µM | hit rate 0.33% among 220,000 | AID 1415, 2008; in the data active = binding response below about 49% or above about 150%; inactive = in between;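 also: fluorescent Galphao activated with aluminum fluoride binding bead-coupled RGS4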
# Bcl-XL Bim block: inhibitors of Bim-Bcl-XL binding, primary screen, biochemical, multiplexed, bead flow cytometry, human Bcl-XL | Bcl-2-like protein 1 (Homo sapiens), Q07817 | Bim peptide-Bcl-XL binding, fluorescence | inhibition, % at 10 µM | hit rate 0.04% among 190,000
# * marks the source's active call; other numbers are inactive results; ? = inconclusive; [ ] = another dose, or the depositor's remark. Rule as the data show it, unless noted: active = inhibition above about 40%. The order is random (roughly 1.1% active in at least one column).
SMILES,ABCG2 block,GSH bead fluor,RGS8-Gao,Bfl-1 Bim block,RGS7-Gao,Bim-Bcl-2,Bcl-B Bim block,ABCB1 inh,Bcl-W Bim block,RGS4-Gao reg,Bcl-XL Bim block
CCOC(=O)C1(CCOc2ccccc2)CCN(Cc2ccc3c(c2)OCCO3)CC1,7,11,101,0,105,-6,-1,9.5,1,104,-4
Cc1ccc(C(=O)COC(=O)c2cnccn2)cc1,-3,35,110,-7,107,-3,-4,-2.4,0,106,-6
NC(=O)c1ccccc1OCC(=O)c1ccc(Cl)cc1,11,12,101,-3,?,0,-1,1.1,0,99,-1
O=C1Nc2ccccc2C1(O)c1ccccc1 (stereo not drawn),-1,10,103,-6,?,0,0,0.4,4,103,0
Cc1ccc(N(Cc2ccccc2F)S(C)(=O)=O)cc1C,4,31,105,-6,101,-6,-7,0.5,1,103,-9
CCOC(=O)N1CC=C2C(C#N)=C(N)C(C#N)(C#N)[C@H](c3ccsc3)[C@H]2C1,1,6,98,-12,100,-4,-3,0.5,9,100,0
CC(C)CNC(=O)C1CCCN(S(=O)(=O)c2ccc(-n3cnnn3)cc2)C1 (stereo not drawn),1,16,102,0,101,2,1,0.1,0,101,2
N#Cc1c(-c2ccccc2Cl)noc1/C=C/Nc1ccc(C(=O)O)cc1,-1,8,96,-3,100,-3,-2,-0.6,2,96,1
CC1NC2(C(=O)N(Cc3ccccc3)c3ccccc32)C2C(=O)N(c3ccccc3)C(=O)C12 (stereo not drawn),1,22,99,-7,102,-6,-6,0.9,0,102,-2
O=C(Nc1cn(-c2ccccc2)nc1-c1cccs1)c1ccco1,6,25,100,-15,95,-13,-13,0.7,0,103,-7
CCOC(=O)CC(NC(=O)c1cc2cc(Cl)cc(Cl)c2oc1=O)c1cccc([N+](=O)[O-])c1 (stereo not drawn),25,12,102,-2,100,-2,-7,19,-6,101,-10
COc1ccc(-c2nc3ccncc3[nH]2)cc1OC,-3,21,104,0,108,0,-2,-2.6,-1,110,-1

# Next part; the last three above are carried over.
SMILES,ABCG2 block,GSH bead fluor,RGS8-Gao,Bfl-1 Bim block,RGS7-Gao,Bim-Bcl-2,Bcl-B Bim block,ABCB1 inh,Bcl-W Bim block,RGS4-Gao reg,Bcl-XL Bim block
O=C(Nc1cn(-c2ccccc2)nc1-c1cccs1)c1ccco1,6,25,100,-15,95,-13,-13,0.7,0,103,-7
CCOC(=O)CC(NC(=O)c1cc2cc(Cl)cc(Cl)c2oc1=O)c1cccc([N+](=O)[O-])c1 (stereo not drawn),25,12,102,-2,100,-2,-7,19,-6,101,-10
COc1ccc(-c2nc3ccncc3[nH]2)cc1OC,-3,21,104,0,108,0,-2,-2.6,-1,110,-1
Cc1ccc(NC(=O)CN(C)C(=O)Cn2cc(C(F)(F)F)cc(Cl)c2=O)cc1,3,10,107,-2,104,-6,-9,0.6,-7,101,-8
COc1ccccc1N1CCN(C2CCN(C(=O)COc3ccccc3)CC2)CC1,3,16,101,-5,?,-1,-3,0.5,0,101,-4
COc1cccc(C(=O)Cn2c(NCCO)nc3ccccc32)c1,1,23,99,-5,99,4,-8,0.4,-8,96,-13
O=C(c1cccnc1)N1CCN(C/C=C/c2ccccc2)CC1,7,11,102,-5,94,-2,-5,0.9,0,101,-3
CN1C(=O)CS(=O)c2ccc(C(=O)NC3CC3)cc21 (stereo not drawn),1,21,104,-7,107,-4,-18,0.6,-2,105,-5
CC1=CC(c2ccc(Cl)cc2)n2nc(NC(=O)c3ccccc3)nc2N1 (stereo not drawn),8,20,97,-14,96,-7,-8,1.2,-1,96,-6
CN(C)c1ccc(C=C2C(=O)OC3(CCCC3)OC2=O)cc1,0,13,103,-5,106,-1,-2,0.1,-3,103,0
CCOC(=O)C1CCN(C(=O)CN(c2cc(OC)ccc2OC)S(=O)(=O)c2ccccc2)CC1,3,15,102,0,100,0,1,1.8,1,102,0
Cc1ccc(-c2[nH]nc(N)c2N=Nc2cccc(Cl)c2C)cc1,0,16,99,1,100,-1,-1,0.0,-2,104,-1
O=C(NCc1ccco1)C(=O)NCC1OCCN1S(=O)(=O)c1ccc(Cl)cc1 (stereo not drawn),1,15,103,0,99,-1,-5,0.0,-1,99,-3
CCCCCOC(=O)CSc1nnc(-c2cc(OC)c(OC)c(OC)c2)o1,4,45,102,-9,100,-6,-4,0.4,2,97,-3
CCN1CCCC1CNC(=O)C(=O)Nc1ccccc1 (stereo not drawn),4,10,102,-5,101,-4,-3,1.5,-1,98,-4
CCN1C(=O)c2ccccc2S(=O)c2ccc(C(=O)NC3CC3)cc21 (stereo not drawn),1,26,110,-4,108,-3,-3,0.1,0,106,-4
CC(=O)Oc1ccccc1N(C(C)=O)S(=O)(=O)c1ccc(C)cc1,5,12,94,-8,102,-6,-6,1.9,-3,99,-4
Cc1cc(C)cc(CC2CC(=O)N(c3ccc4c(c3)OCCO4)C2=O)c1 (stereo not drawn),-4,38,101,-10,96,-8,-4,-0.3,0,106,-14
CC(=O)Nc1ccc(/C=C2/Sc3ccccc3C2=O)cc1,4,8,97,-8,92,-2,-3,0.6,0,100,1
C=CCNC(=O)NC(=O)COC(=O)/C(C#N)=C/c1ccc(OC)cc1,6,10,100,0,101,-6,-2,0.4,-5,104,-1
O=C(C(Cc1ccccc1)n1cccc1)N1CCN(Cc2ccccc2)CC1 (stereo not drawn),0,22,144*[activator],0,116,-3,-2,0.7,1,113,0
Cc1ccc(CSCCNC(=O)CN(c2cccc([N+](=O)[O-])c2)S(C)(=O)=O)cc1,2,16,100,-4,?,-6,-2,0.5,-5,99,-2
CCCCC(=O)Nc1cccc(NC(=O)c2ccccc2Br)c1,14,15,103,-11,105,-11,-4,1.0,2,102,-1
O=C(CSCc1ccc(Cl)cc1)Nc1ccccc1C(=O)N1CCOCC1,0,24,93,-12,95,-9,-7,0.3,0,106,-1
CCOC(=O)c1c(C)[nH]c(C)c1C(=O)CSc1nc2ccccc2n1CCOC,24,15,98,-9,97,-3,-9,-0.2,-2,99,-7
O=C(CNCc1cccc2ccccc12)Nc1ccccc1[N+](=O)[O-],0,12,102,-4,?,-2,0,0.1,0,99,0
CN1CCN(S(=O)(=O)c2ccc(NC(=O)COc3ccccc3)cc2)CC1,7,10,108,-4,104,-4,-1,0.6,0,104,0

# Two of the compounds above, with tabs:
mol	ABCG2 block	GSH bead fluor	RGS8-Gao	Bfl-1 Bim block	RGS7-Gao	Bim-Bcl-2	Bcl-B Bim block	ABCB1 inh	Bcl-W Bim block	RGS4-Gao reg	Bcl-XL Bim block
CCOC(=O)c1c(C)[nH]c(C)c1C(=O)CSc1nc2ccccc2n1CCOC	24	15	98	-9	97	-3	-9	-0.2	-2	99	-7
O=C(CNCc1cccc2ccccc12)Nc1ccccc1[N+](=O)[O-]	0	12	102	-4	?	-2	0	0.1	0	99	0

# Remaining list, next part:
SMILES,ABCG2 block,GSH bead fluor,RGS8-Gao,Bfl-1 Bim block,RGS7-Gao,Bim-Bcl-2,Bcl-B Bim block,ABCB1 inh,Bcl-W Bim block,RGS4-Gao reg,Bcl-XL Bim block
O=C(CNC(=S)N(CCCN1CCOCC1)Cc1cccs1)NCCCN1CCOCC1,0,13,99,-8,101,-3,-4,0.2,-3,100,-5
CCCc1[nH]nc2c1C(CCc1ccccc1)C(C#N)=C(N)O2 (stereo not drawn),5,37,92,-14,91,-13,-13,0.5,-1,91,-7
COCC1CCN(c2nc3nonc3nc2N2CCSCC2)C1 (stereo not drawn),1,15,92,-3,96,-1,-2,0.2,0,82,-1
COc1cc(/C=N/N2C(=O)CSC2=S)ccc1O,0,30,94,-8,91,-5,-6,1.1,0,93,-3
Cn1c(=O)n(C)c2cc([N+](=O)[O-])c(N3CCN(C(=O)c4ccccc4Br)CC3)cc21,13,18,100,-2,95,-10,-2,0.5,2,101,1
CS(=O)(=O)NCc1nnc(SCc2ccccc2C(F)(F)F)o1,1,15,95,-2,93,-5,-1,0.2,1,93,-1
CN(CC(=O)Nc1ccc(N2CCOCC2)cc1)CC(=O)Nc1ccc(Cl)cc1[N+](=O)[O-],7,19,103,-6,98,0,1,1.6,-2,99,-6
CC1=NN(c2ccccc2)C(=O)/C1=C\C=C1\N(C)c2ccccc2C1(C)C,5,15,102,-3,99,-8,-10,1.1,-7,102,-9
Cc1cccc(C(=O)N(NC(=O)Oc2ccccc2)C(C)(C)C)c1,7,16,99,-13,98,-5,-8,0.6,-1,99,-6
COc1ccc(CC(=O)NC(=S)NNC(=O)COc2c(C)cccc2C)cc1,-2,7,98,0,102,2,0,-0.7,0,99,-2
O=C(NCc1ccccc1)c1ccc(F)c(S(=O)(=O)N2CCOCC2)c1,0,12,103,-2,104,0,3,0.1,2,107,5
CC(C)N(Cc1nc(-c2ccccc2)no1)C(=O)CCCN1C(=O)c2ccccc2C1=O,24,23,97,-6,99,-5,-4,3.2,-4,98,-3
O=C(CCN1CCCCC1)Nc1ccccc1,1,63,104,-7,100,-2,-5,-0.3,0,100,-1
C/C(CC(=O)Nc1c(C)cc(C)cc1C)=N\NC(=O)OC(C)(C)C,10,21,99,1,100,4,0,1.0,1,99,-1
Cc1ccc(Oc2nc3ccccc3n3cccc23)cc1,5,22,102,-2,98,-6,-6,1.1,-3,99,-4
CCOC(=O)c1sc(=NC(=O)c2ccccc2)n(C)c1C,4,7,102,-6,100,-3,-4,0.3,-4,101,-5
CC(C)(C)C(=O)Nc1ccccc1C(=O)N1CCCC1,0,23,99,0,104,-28,0,0.1,-2,102,-4
CCOC(=O)N1CCN(C(=O)c2ccc(N(Cc3ccc(C)cc3)S(C)(=O)=O)cc2)CC1,4,17,101,-3,101,-2,-2,1.7,-2,97,-2
O=C(NCCOC(=O)c1ccc(Cl)cc1)c1cccnc1,9,33,110,0,103,2,2,-2.0,4,106,0
O=C1N/C(=C/c2cccn2-c2ccccc2)C(=O)N1c1cccc(Cl)c1,4,17,91,-2,95,-1,-15,1.7,-11,95,-14
O=c1cc(CSc2ccccc2)nc(-c2ccccc2)[nH]1,11,70,99,0,99,0,-2,0.4,-2,100,-4
CC(C)(C)c1ccc(NC(=O)COC(=O)c2ccc(NS(=O)(=O)c3ccc(F)c(F)c3)cc2)cc1,-2,19,100,-9,101,-4,-9,-0.6,-5,103,-6
Cc1nnc(SCC(=O)N2c3ccccc3CC2C)s1 (stereo not drawn),4,24,100,-1,103,-3,-2,0.7,-2,97,-3
COc1ccc(OC)c(CCNC(=O)CS(=O)(=O)Cc2nc(-c3ccc(C)cc3)oc2C)c1,4,15,99,-3,90,0,-2,0.3,0,90,0
COc1ccc(C2c3sc(=O)[nH]c3SC3C4CCC(C4)C23)cc1OC (stereo not drawn),-1,19,98,10,104,-5,-11,-0.4,0,101,1

# Source: PubChem BioAssay
